Assay outcomes as filed in PubChem.
PI5P4Ka inh: blocks human PI5P4K alpha kinase activity. P48426. PI5P4Kalpha enzyme, ADP-Glo luminescence, 60 min; stronger effect = lower value. AID 652105. max response, %. 1.2% of 330,000 active; active = max response of -50% or lower; inconclusive = between -30% and -50%; inactive = -30% or higher; note: value at the top dose of about 77 µM; % is set by controls: 0 for no effect and ±100 for the full control effect
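Controls without substrate or without enzyme flank wells where PI5P4Kalpha converts substrate using 5 microM ATP (final). Incubation lasts 60 minutes at room temperature; ADP formed is read by ADP-Glo luminescence.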
EPAC1 agonist: activates human EPAC1 exchange factor; O95398; EPAC1 agonist qHTS, biochemical assay; response scale: 100% = response to 6.5 mM cAMP; Potency, µM (titrated, usually from 154 µM), for the others: at the highest dose activation, most hits filed as activators; 0.073% of 360,000 active; note: potency is the fitted concentration of half-maximal effect; nearly all actives have a fitted effect of over 60% in size
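Nucleotide exchange assay: 100 nM EPAC1 with 250 nM Rap1B loaded with BODIPY-GDP and 50 uM GDP, room temperature. Fluorescence (480/540 nm) read every 5 min for 30 min; signal change normalized to 6.5 mM cAMP as full agonist.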
EPAC2 antag: blocks human EPAC2 exchange factor; Potency, µM (top dose mostly 114 µM), inactives show at the highest dose activity, negative = inhibition, usual class: inhibitors; AID 720708; 0.18% of 360,000 active; Q8WZA2; EPAC2 GEF exchange of Rap1B-BODIPY-GDP, fluorescence; note: potency is the fitted concentration of half-maximal effect; % is set by controls: 0 for no effect and ±100 for the full control effect; nearly all actives have a fitted effect of over 45% in size; many of its hits are not listed in these tables
WRN helicase inh: WRN helicase (human) inhibition; Potency, µM (top dose mostly 114 µM), inactives show at the top dose activity change, negative = inhibition, hits mostly inhibitors; Q14191; 0.46% of 360,000 active; WRN helicase unwinding, fluorescent forked duplex, kinetic; note: potency is the fitted concentration of half-maximal effect; % is set by controls: 0 for no effect and ±100 for the full control effect; nearly all actives have a fitted effect of over 55% in size
Target sequence (Q14191 whole entry, looked up): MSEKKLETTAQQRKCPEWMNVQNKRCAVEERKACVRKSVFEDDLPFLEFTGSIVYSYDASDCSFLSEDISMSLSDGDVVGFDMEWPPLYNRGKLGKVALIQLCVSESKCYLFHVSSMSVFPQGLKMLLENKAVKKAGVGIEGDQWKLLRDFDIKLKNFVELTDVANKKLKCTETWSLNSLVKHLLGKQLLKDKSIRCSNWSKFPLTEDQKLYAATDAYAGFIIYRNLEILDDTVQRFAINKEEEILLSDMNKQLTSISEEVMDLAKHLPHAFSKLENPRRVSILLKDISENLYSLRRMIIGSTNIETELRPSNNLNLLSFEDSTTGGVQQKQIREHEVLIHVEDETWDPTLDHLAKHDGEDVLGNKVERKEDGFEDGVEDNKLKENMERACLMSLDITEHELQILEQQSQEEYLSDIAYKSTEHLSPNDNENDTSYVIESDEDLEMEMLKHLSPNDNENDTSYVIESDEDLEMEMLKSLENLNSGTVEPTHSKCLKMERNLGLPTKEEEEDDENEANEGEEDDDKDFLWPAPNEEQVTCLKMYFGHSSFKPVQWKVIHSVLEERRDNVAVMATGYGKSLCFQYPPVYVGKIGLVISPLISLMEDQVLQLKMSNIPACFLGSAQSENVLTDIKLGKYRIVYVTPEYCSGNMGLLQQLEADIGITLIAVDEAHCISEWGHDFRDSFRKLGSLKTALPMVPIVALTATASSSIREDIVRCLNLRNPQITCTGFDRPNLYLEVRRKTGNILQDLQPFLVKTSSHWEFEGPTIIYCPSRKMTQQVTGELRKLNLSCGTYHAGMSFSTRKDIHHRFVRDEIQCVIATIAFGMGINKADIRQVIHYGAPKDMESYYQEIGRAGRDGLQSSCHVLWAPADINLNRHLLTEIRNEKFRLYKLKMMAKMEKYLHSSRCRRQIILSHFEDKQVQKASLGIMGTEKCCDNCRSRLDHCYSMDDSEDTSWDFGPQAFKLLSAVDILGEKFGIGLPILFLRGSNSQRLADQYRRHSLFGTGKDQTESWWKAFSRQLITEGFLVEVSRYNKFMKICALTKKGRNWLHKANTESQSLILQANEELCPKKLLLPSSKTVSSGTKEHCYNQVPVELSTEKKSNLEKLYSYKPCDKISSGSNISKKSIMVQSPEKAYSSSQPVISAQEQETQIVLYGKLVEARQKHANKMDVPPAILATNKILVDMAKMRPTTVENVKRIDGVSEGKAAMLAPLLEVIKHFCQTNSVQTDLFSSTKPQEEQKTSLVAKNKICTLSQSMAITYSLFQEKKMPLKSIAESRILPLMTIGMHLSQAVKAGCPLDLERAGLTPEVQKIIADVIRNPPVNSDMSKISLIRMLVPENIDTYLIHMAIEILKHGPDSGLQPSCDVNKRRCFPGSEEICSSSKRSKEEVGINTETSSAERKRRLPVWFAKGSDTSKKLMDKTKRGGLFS
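Kinetic red-fluorescence monitoring (525/598 nm) tracks WRN helicase activity after 100 nM fluorophore-quencher forked duplex and 2 mM ATP are added to 20 nM enzyme pretreated 15 min at room temperature with compound.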
PLK1 PBD inh: PLK1 (human) polo-box domain binding inhibition. AID 720504. 2.8% of 360,000 active. P53350. Potency, µM, for inactives: max response, negative = inhibition, usual class: inhibitors. Plk1 PBD binding of FITC phosphopeptide, fluorescence polarization; note: potency is the fitted concentration of half-maximal effect; series mostly up to about 57 µM; % is set by controls: 0 for no effect and ±100 for the full control effect; nearly all actives have a fitted effect of over 65% in size
CCT modulator: modulators of cytosolic chaperonin (CCT/TRiC) activity; AID 651819; 0.3% of 360,000 active; activity change, % (no concentration beside the values), hits read low; purified chaperonin ATPase assay, HTRF ADP detection, 30 min; in the data active = activity change below about -30%; note: % is set by controls: 0 for no effect and ±100 for the full control effect
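Nucleotide hydrolysis assay: TRiC at 20–40 nM final (set by batch activity) with 10 uM ATP, 30 min at 37 °C, in presence of 76 uM compound. Detection by competitive ADP HTRF, 30 min ambient.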
EPAC1 antagonist: EPAC1 (human) antagonism; O95398; Potency, µM (highest dose often 115 µM), for inactives: at the highest dose activity change, negative = inhibition, hits mostly inhibitors; EPAC1 GEF assay, Rap1b-BODIPY-GDP exchange fluorescence; 0.14% of 360,000 active;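 note: potency is the fitted concentration of half-maximal effect; plate controls were vehicle for no effect and positive control for full effect; nearly all actives have a fitted effect of over 50% in size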
Mm-Cpn inhibitor: inhibitors of Methanococcus maripaludis chaperonin (MmCpn); purified Mm-Cpn ATPase, ADP Transcreener TR-FRET; Potency, µM (titrated, usually from 76.9 µM), for inactives: at the top dose activity, negative = inhibition, hits mostly inhibitors; 0.031% of 330,000 active; AID 504842; note: potency is the fitted concentration of half-maximal effect; % is set by controls: 0 for no effect and ±100 for the full control effect; nearly all actives have a fitted effect of over 80% in size
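Purified archaeal Mm-CPN (25nM final) preincubated 10 min at 37degC with compound, then 10uM ATP for 30 min at 37degC; ADP measured by HTRF Transcreener TR-FRET; buffer 30 mM TRIS pH 7.4, 100mM KCl, 5mM MgCl2, 1mM DTT.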
Active calls of the source: *; ? = inconclusive; / = no result given; [ ] = remark or other dose. Unless noted, calls come from the whole dose curve; as a rule, active = well fitted curve in the direction sought with a large enough effect; inconclusive = small, poorly fitted or top-dose-only effect, or another doubt; inactive = no such curve, though single readings can be large; an effect the other way counts as inactive or inconclusive.

SMILES	PI5P4Ka inh	EPAC1 agonist	EPAC2 antag	WRN helicase inh	PLK1 PBD inh	CCT modulator	EPAC1 antagonist	Mm-Cpn inhibitor
COc1ccc(C2=NOC(COC(=O)c3ccc4ccccc4n3)C2)cc1 (configuration not stated)	-8	-6%	4%	3%	-5%	0.0	9%	0%
CSc1ccc(CN2CCC(N3CC(C)OC(C)C3)CC2)cc1 (configuration not stated)	1	2%	-5%	?	-8%	0.4	-12%	0%
O=C(CCC(=O)OCc1ccc(C(=O)Oc2ccc(Cl)cc2)cc1)Nc1ccccc1	6	-1%	-17%	-5%	-8%	0.5	-27%	1%
Cc1ccc(O)c(CNc2cnc3ccccc3c2)c1	0	-14%	19%	-5%	-8%	2.6	-25%	0%
COc1cc(OC)cc(N(C(=O)CNC(=O)c2cccs2)C(C(=O)NCC2CCCO2)c2ccccc2)c1 (configuration not stated)	-10	1%	3%	5%	-1%	-3.4	10%	1%
COC(=O)C1=C(C)NC(=S)N(C(C)=O)C1c1ccc(OC)c(OC)c1 (configuration not stated)	4	-5%	-9%	1%	-12%	-2.0	-2%	1%
Cc1noc(C)c1NC(=O)N(C)C[C@H]1Oc2c(NC(=O)C3CCCCC3)cccc2C(=O)N([C@H](C)CO)C[C@@H]1C	0	0%	2%	-7%	-20%	-1.8	-1%	1%
COc1ccccc1N1CC(C(=O)Nc2ccc(N3CCOCC3)cc2)CC1=O (configuration not stated)	-3	9%	2%	8%	-13%	-1.9	-19%	-2%
Cc1ccc(CNC(=O)CN(CCc2ccccc2)S(C)(=O)=O)cc1	14	-10%	-4%	7%[57.1 µM]	-4%	-0.3	-18%	0%
Cc1cc(=O)oc2c1c(C(F)(F)F)nn2-c1ccccc1	-3	-9%	-1%	2%	0%	1.2	9%	0%
CCN1/C(=C2\OC(=S)N(C)C2=O)C=Cc2ccccc21	-2	-11%	6%	-1%[11.6 µM]	42%[activator]	-1.8	5%	-16%
COc1ccc(NC(C)=O)cc1S(=O)(=O)NC1CCSc2ccccc21 (configuration not stated)	-9	3%	-4%	-3%	-7%	-2.8	-19%	1%
CCCCOc1ccc(NC(=O)CN2CCN(C(=O)OCC)CC2)cc1	2	-8%	10%	12%[57.1 µM]	0%	1.4	2%	-2%
CN1CCN(CCNC(=O)c2cc3c(=O)n(C)c4ccccc4c3n2C)CC1	-4	-2%	-14%	7%	-13%	-2.7	-18%	-2%
C/C(=N\NC(=O)c1cccc(S(=O)(=O)N2CCCC2)c1)c1ccco1	-8	6%	-2%	6%	-5%	-1.5	6%	0%
CCN1C(=O)C(CC(=O)Nc2ccc(OC)cc2)N(CCN2CCOCC2)C1=S (configuration not stated)	2	0%	0%	1%	3%	-0.5	1%	-2%
N#Cc1ccsc1NC(=O)COC(=O)CCS(=O)(=O)c1ccccc1	-56*	-1%	-21%	-13%[11.6 µM]	-19%	-2.6	-13%	2%
O=C(c1ccc(Cl)cc1[N+](=O)[O-])N1CCOCC1	1	5%	7%	-17%	-6%	-16	-20%	2%
COc1ccc(Br)c(Cn2c(C)c(C(=O)NCc3cccc([N+](=O)[O-])c3)sc2=O)c1	7	-1%	2%	-9%[57.1 µM]	-2%	0.6	-2%	/
Cc1ccc(S(=O)(=O)CCSc2nc(C)cc(C(F)(F)F)c2C#N)cc1	-3	8%	1%[57.1 µM]	-3%	27%	-4.8	-2%	-3%
Cn1cc(CNC(=O)C2CCC(=O)N(Cc3cccc(C(F)(F)F)c3)C2)cn1 (configuration not stated)	1	-7%	0%	-19%	-9%	0.3	-1%	?
CCc1ccccc1NC(=O)CSc1nnc([C@@H]2CCCN2C(=O)OC(C)(C)C)o1	4	3%	13%	2%	-8%	1.1	-5%	2%
CC(=O)Nc1ccc(S(=O)(=O)NCCc2cc3ccc(C)c(C)c3[nH]c2=O)cc1	-7	3%	12%	-22%	3%	0.2	12%	-5%
Cc1cc(C)nc(N(C#N)Cc2cccc(Cl)c2)n1	4	-3%	?	-6%	-7%	-7.4	-18%	1%
COc1ccc2c(CC(=O)OCc3nc4ccsc4c(=O)[nH]3)coc2c1	-11	12%	9%	-20%	2%	0.5	14%	-3%
O=C(COC(=O)CCc1nc2ccccc2c(=O)[nH]1)NC(c1ccccc1)c1ccccc1	-10	12%	-5%	2%	0%	0.0	8%	1%
COC(CNC(=O)[C@H](CSCc1ccccc1)N1Cc2ccccc2C1=O)OC	1	-6%	11%	-9%	-4%	0.0	16%	1%
Cc1c(Br)c([N+](=O)[O-])nn1CC(=O)c1ccccc1	-2	-9%	7%	1%	0%	-0.3	6%	1%
COc1ccccc1CN1C[C@@H]2C[C@@H](c3[nH]c4ccc(C)cc4c3C)N3CCC[C@@]23C1=O	2	-8%	-12%	-3%	2%	0.6	-10%	-5%
CC(=O)N1c2ccc(S(=O)(=O)N3CCCC3)cc2CC1C(=O)NC(C)C (configuration not stated)	5	3%	0%	3%	-2%	2.5	-12%	2%
Cc1ccc(-n2nc3ccc(NC(=O)/C=C/c4ccco4)cc3n2)cc1	?	-1%	-16%	-26%[57.1 µM]	-24%	-2.2	22µM*	-4%
Cn1c(=O)c2c(nc(NCCNC(=O)c3ccco3)n2Cc2ccc(Cl)cc2Cl)n(C)c1=O	/	7%	-8%	3%	-10%	-3.5	-9%	0%
CCCOc1ccc(CNC(=O)C2CCN(c3nnc(N4CCCC4=O)s3)CC2)cc1	-10	-3%	2%	8%	-5%	-1.6	8%	0%
Nc1ncnc2c1ncn2C1CCCC(CO)O1 (configuration not stated)	0	10%	-4%	-8%	1%	-0.8	-1%	/
Cc1ccccc1-n1c(SCC(=O)Nc2ccccc2)nc2nc3c(cc2c1=O)CCCC3	-2	1%	10%	-1%	1%	0.8	-14%	-20%
Cn1cc(CN2CCN(c3ccc(Cl)cn3)CC2)c(-c2ccccc2F)n1	0	-5%	-13%	-7%	-5%	-2.5	-5%	-6%
CC[C@H](C)C(C(=O)N1CCN(C(=O)OC(C)(C)C)CC1)n1cc(C(Cc2ccc(O)cc2)NC(=O)OC(C)(C)C)nn1 (some centres not stated)	15	-13%	-2%	8%	5%	-0.7	-18%	/
CCC(Oc1ccc2c(c1)C(=O)CC(C)(C)O2)C(=O)NCCN1CCCCCC1 (configuration not stated)	1	1%	10%	2%	-21%	-1.0	-1%	0%
CCOC(=O)c1csc(NC(=O)CC2CCCC2)n1	4	1%	-1%	-5%	2%	-3.8	0%	-1%
CC(=O)Nc1ccc(CN2CCC2(C)C(=O)NC2CCN(Cc3ccccc3)CC2)cc1 (configuration not stated)	0	-3%	21%	3%[57.1 µM]	0%	-1.9	2%	/
Cc1cc(C)n2ncc(C(=O)NCc3ccccc3)c2n1	-5	4%	-15%	-5%	-10%	1.3	9%	0%
CCOC(=O)c1sc2c(c1C)c(=O)c(C(=O)OCC)cn2CC	/	1%	-1%	1%	-2%	-1.4	-10%	1%
O=C(CCC1CCCN(C(=O)c2cccnc2)C1)NCc1ccccc1F (configuration not stated)	17	-13%	8%	-4%	6%	1.2	4%	-4%
Nc1cc2nc[nH]c2cc1N	-27	-2%	1%	?	1%	-2.3	2%	0%
NS(=O)(=O)c1ccc(NC(=O)COC(=O)CCCN2C(=O)c3cccc4cccc(c34)C2=O)cc1	-14	1%	3%	-13%	5%	-2.0	-7%	0%
Cc1ccc(CCC(=O)Nc2ccc(Br)cc2)o1	0	3%	-18%	-5%	6%	-1.1	6%	0%
CC(C)(C)OC(=O)N(Cc1ccccc1)Cc1ccccc1OCc1cccc(NC(=O)C2CC2)c1	-1	-8%	-14%	-9%	-3%	0.2	-8%	/
Cc1ccc(-n2c(C)cc3c2CC(C)(C)CC3=O)cc1C	1	3%	-9%	3%	-9%	-2.2	3%	-1%
CCCCN1C(=O)c2ccc(C(=O)Nc3cccnc3)cc2C1=O	/	-2%	11%	-7%	-6%	-0.1	15%	-1%

EPAC1 antagonist, hit marks shown above
Compound | PI5P4Ka inh | EPAC2 antag | WRN helicase inh | PLK1 PBD inh | CCT modulator | EPAC1 antagonist | Mm-Cpn inhibitor
Cc1ccc(-n2nc3ccc(NC(=O)/C=C/c4ccco4)cc3n2)cc1 | ? | -16% | -26%[57.1 µM] | -24% | -2.2 | 22µM* | -4%

5 compounds already listed, arranged by the number in CCT modulator, smallest number first.
molecule	PI5P4Ka inh	EPAC2 antag	WRN helicase inh	PLK1 PBD inh	CCT modulator	EPAC1 antagonist	Mm-Cpn inhibitor
COc1ccc(NC(C)=O)cc1S(=O)(=O)NC1CCSc2ccccc21 (configuration not stated)	-9	-4%	-3%	-7%	-2.8	-19%	1%
Cn1cc(CN2CCN(c3ccc(Cl)cn3)CC2)c(-c2ccccc2F)n1	0	-13%	-7%	-5%	-2.5	-5%	-6%
Cc1ccc(-n2c(C)cc3c2CC(C)(C)CC3=O)cc1C	1	-9%	3%	-9%	-2.2	3%	-1%
Nc1ncnc2c1ncn2C1CCCC(CO)O1 (configuration not stated)	0	-4%	-8%	1%	-0.8	-1%	/
COc1ccc(C2=NOC(COC(=O)c3ccc4ccccc4n3)C2)cc1 (configuration not stated)	-8	4%	3%	-5%	0.0	9%	0%

The list is partial. The share of hits here may be higher or lower than overall.
